Compound activity (PubChem)
TbPYK inhibitor – qHTS of Trypanosoma Brucei Inhibitors. pyruvate kinase (Trypanosoma brucei), Q57TT1. TbPYK enzyme, Kinase-Glo Plus ATP luminescence, 45 min. Potency, µM (doses to about 76.8 µM), inactives show top-dose activity, negative = inhibition, most hits filed as inhibitors. 410,000 compounds, 0.12% hits. AID 624173, 2012; active means well fitted inhibition curve with a large enough effect; inconclusive means small, poorly fitted or top-dose-only effect; further: nearly all actives have a fitted effect of over 50% in size
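Activity of T. brucei pyruvate kinase was followed by Kinase-Glo Plus luminescence after the enzyme reacted 45 min at room temperature with 130 uM ADP (final) and substrate. Test compounds were added before ADP at multiple concentrations.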
Active calls of the source: *; ? = inconclusive; [ ] = another dose, or the depositor's remark. On the % scale 0 is the no-effect control and ±100 the full control effect; potency means the concentration at half of the fitted maximal effect.

SMILES | TbPYK inhibitor
COc1ccccc1Cc1nc2ccccc2nc1SCC(=O)N1CCCCC1 | 4.5%
CCOc1cccc(C2c3[nH]c4ccccc4c3CCN2C(=O)CSc2ccccc2)c1 (stereo not given) | 1.8%
Cc1ccc2[nH]c(=O)c(CN(C(=O)c3cccc(Cl)c3)C(C)(C)C)cc2c1 | 1.4%
COC(=O)c1ccc(Cl)cc1NC(=O)N1CCC(CN2CCCC2)CC1 | 1.7%
CCOc1ccc(C(=O)c2cn(CC(=O)Nc3ccc(Cl)cc3)c3cc4c(cc3c2=O)OCCO4)cc1 | -0.9%
COc1ccc(CNC(=O)CCc2nnc3n(CC(C)C)c(=O)c4ccccc4n23)cc1 | -9.1%
COC(=O)c1ccccc1NC(=O)c1ccc(COc2ccccc2Cl)o1 | -8.3%
N#Cc1c(N)n[nH]c1Cc1cccc2ccccc12 | -7.9%
CCCOc1cccc(C(=O)Nc2cccc(NC(=O)c3ccc(Cl)cc3Cl)c2)c1 | 0.4%
COC(=O)C1CCN(S(=O)(=O)c2ccc(N3CCCCS3(=O)=O)cc2)CC1 | 0.5%
CCc1ccc(NC(=O)Cn2nnc(C(=O)Nc3cc(C)ccc3OC)c2N)cc1 | -12.3%
COc1ccc(CN2C(=O)N(c3cccc(C)c3)C(=O)C2CC(=O)Nc2ccc(F)cc2)cc1OC (stereo not given) | -3.9%
CC1CCN(c2nnc(-n3cccc3CNc3cccc(F)c3)s2)CC1 | -1.8%
Cc1ccc(C)c(OC(=O)CSc2nnc(CNC(=O)c3ccccc3)o2)c1 | -0.9%
COc1ccc(C(=O)NNc2ncnc3c2cnn3-c2ccc(C)c(Cl)c2)cc1 | 0.5%
CCOc1ccc(C(=O)Nc2c(C(=O)Nc3ccccc3OC)oc3ccccc23)cc1OCC | -2.0%
CC(C)C12CN3CC(C(C)C)(CN(C1)C3c1ccc(OCc3ccccc3)cc1)C2=O (stereo not given) | -3.0%
COc1ccc(CNC(=O)Cc2c(C)c3cc4c(C)coc4cc3oc2=O)cc1OC | -1.7%
Cc1nn(CC(=O)Nc2cc(F)ccc2F)c(=O)c2cccn12 | -2.2%
CCOc1ccccc1NC(=O)c1c(NCc2cccs2)sc2c1CCCCC2 | -14.4%
CN1CCN(CCCNC(=O)Cn2c(-c3cccs3)cc3cc(Cl)ccc32)CC1 | -2.1%
Cc1cn2c(=O)cc(COC(=O)c3ccc(NC(=O)c4ccc(F)cc4)cc3)nc2s1 | -4.8%
Nc1c(C(=O)Nc2ccc(OC(F)(F)F)cc2)sc2nc(-c3ccncc3)ccc12 | -9.1%
Cc1cccc(-n2nc(C)c(C(=O)Nc3cc(C)ccc3C)c2-n2cccc2)c1 | -2.7%[15.4 µM]
COc1ccc(Cc2nnc(C(=O)NCCCN3CCN(c4ccccc4F)CC3)o2)cc1OC | -4.9%

For reference, 3 of the compounds above.
SMILES | TbPYK inhibitor
COc1ccccc1Cc1nc2ccccc2nc1SCC(=O)N1CCCCC1 | 4.5%
CCOc1cccc(C2c3[nH]c4ccccc4c3CCN2C(=O)CSc2ccccc2)c1 (stereo not given) | 1.8%
Cc1ccc2[nH]c(=O)c(CN(C(=O)c3cccc(Cl)c3)C(C)(C)C)cc2c1 | 1.4%

Later entries.
SMILES | TbPYK inhibitor
Cc1ccc(OCC(=O)Nc2ccc(Cl)c(-c3nc4ncccc4o3)c2)cc1C | 4.8%
O=C(CCCn1ccc2cc(S(=O)(=O)N3CCCC3)ccc21)NCc1ccc(Cl)cc1 | 26.2%
COc1cccc(NC(=O)N2CCN3CCCCC3C2)c1 (stereo not given) | -7.7%
COc1cccc(C(=O)Nc2nc3nc(C)c(C)c(=O)n3[nH]2)c1 | -1.8%
Cc1ccc(C)c(N2CCN(S(=O)(=O)c3c(C(=O)N4CCC(C)CC4)c(C)n(C)c3C)CC2)c1 | 8.2%
COc1ccc2c(c1)CCc1c(C(=O)Nc3cc(C)ccc3O)noc1-2 | -4.3%
Cc1ccc(-c2nn(CC(=O)NC3CCCC3)c3c2cnc2ccc(F)cc23)cc1C | -0.1%
COc1ccc2oc(=O)cc(CN3CCN(c4ccccc4OC)CC3)c2c1 | -2.6%
O=C(Nc1ccc(-c2nc3ccccc3o2)c(O)c1)c1cc(Cl)ccc1Cl | 0.2%
CC(C)Oc1ccc(C(=O)N2CCC(c3nc4ccccc4o3)CC2)cc1 | 4.7%
CCc1cccc(NC(=O)CN(c2ccc(C)cc2)S(=O)(=O)c2cccs2)c1 | -2.4%
CCOc1ccc(CN2C(=O)c3ccccc3Sc3ccc(C(=O)O)cc32)cc1 | 4.2%
Cc1ccc(C2c3c(-c4cc(C)ccc4O)n[nH]c3C(=O)N2Cc2ccco2)cc1 (stereo not given) | -14.4%
CCCc1nn2c(=O)cc(COC(=O)c3ccc4c(c3)OCO4)nc2s1 | -2.2%
CCc1ccc(NC(=O)NCCc2c(C)nn(C)c2C)cc1 | -3.3%
Cc1cccc(NC(=O)CSc2nnc(CNC(=O)c3c(F)cccc3Cl)o2)c1C | 2.3%
c1cc2ccc3cccc4ccc(c1)c2c34 | 1.0%[157 µM]
Cn1c(=O)c(-c2ccc(Cl)cc2)nc2cnc(Oc3ccccc3)nc21 | 5.8%
Cc1ccc(CNC(=O)c2c3c(nc4ccccc24)C(=O)N(C2CCCCC2)C3)cc1 | -1.9%
O=C(CNC(=O)c1ccc(Cl)cc1)OCc1cc(=O)n2nc(C3CC3)sc2n1 | -5.8%
Cc1ccc(C(=O)c2c(N)c(C(=O)Nc3ccccc3Cl)c3ccccn23)cc1 | -0.1%
COc1ccc(NC(=O)N2CC3(CCN(C(=O)c4cc(C(F)(F)F)cc(C(F)(F)F)c4)CC3)C2)cc1 | 0.0%
Cc1c(C(=O)NCc2ccccc2Cl)sc2nc[nH]c(=O)c12 | -7.0%
N#CCCn1c(=O)c(CCc2ccccc2)nc2cnc(Oc3ccccc3)nc21 | 0.0%
COc1ccccc1CNC(=O)C1CCCN(c2nnc(-n3c(C)ccc3C)s2)C1 (stereo not given) | -10.3%

An excerpt of these results, tab-delimited.
canonical_smiles	TbPYK inhibitor
CCc1ccc(NC(=O)Cn2nnc(C(=O)Nc3cc(C)ccc3OC)c2N)cc1	-12.3%
Cc1cccc(NC(=O)CSc2nnc(CNC(=O)c3c(F)cccc3Cl)o2)c1C	2.3%
Cc1ccc(C)c(N2CCN(S(=O)(=O)c3c(C(=O)N4CCC(C)CC4)c(C)n(C)c3C)CC2)c1	8.2%
CN1CCN(CCCNC(=O)Cn2c(-c3cccs3)cc3cc(Cl)ccc32)CC1	-2.1%

More structures follow.
SMILES | TbPYK inhibitor
Cc1ccc(CN(Cc2ccco2)C(=O)c2ccccc2Cl)o1 | 4.2%
COc1ccc(C(=O)c2sc(Nc3cc(Cl)ccc3C)nc2N)cc1OC | -3.3%
Cc1cccc(-c2nnn3c2nc(NCCc2ccc(S(N)(=O)=O)cc2)c2cc(Cl)ccc23)c1 | -0.9%
COc1ccc(CCNC(=O)c2ccc(CSCc3ccc(C)cc3)o2)cc1OC | 1.5%[15.4 µM]
Cc1cccc(N2CCN(C(=O)CCNS(=O)(=O)c3ccc4c(c3)CCN4C(=O)C3CC3)CC2)c1C | 2.0%
CCOc1ccccc1NC(=O)C1CCN(S(=O)(=O)c2cc(Br)cc3c2N(C(C)=O)CC3)CC1 | 0.1%
CCn1c(=O)c2cc(C(=O)N(CC(C)C)CC(C)C)sc2c2ccccc21 | -7.5%
O=C(Oc1ccccc1)N1CCC2(CC1)CCN(c1ccccc1)CC2 | 4.5%
CCc1ccc(OCc2nc(-c3ccc(-n4cccc4)cc3)no2)cc1 | -3.0%
COc1cccc(-n2c(SCC(=O)Nc3nnc(C)s3)nc3c([nH]c4ccccc43)c2=O)c1 | -6.1%
COc1ccc(-c2onc(C)c2C)cc1S(=O)(=O)NCC1CCN(Cc2cccc(F)c2)CC1 | 0.9%[15.4 µM]
CNC(=O)c1ccc(NC(=O)COc2ccc(-c3nn(C)c(=O)c4ccccc34)cc2)cc1 | -0.1%
CCOc1ccc(CNC(=O)C(C)n2ncn3cccc3c2=O)cc1 (stereo not given) | 3.4%
N#C/C(=C\c1ccc(-c2ccc(F)cc2F)o1)c1nc2ccccc2[nH]1 | -1.6%
COc1ccc(-c2onc(C)c2C)cc1S(=O)(=O)N(C)Cc1ccco1 | -2.2%
COc1ccc2c(c1)cc1c(=O)n(CC(=O)NCCCc3ccccc3)nc(C)n12 | 0.9%
COc1ccc(C(=O)/C=C/c2cn(CC(O)CN3CCc4ccccc43)c3ccccc23)cc1 (stereo not given) | -1.2%
Cc1cccc(CN2CCC(CNC(=O)c3c(C)oc4ncnc(N5CCCCC5)c34)CC2)c1 | 0.4%
COc1ccccc1N1CCN(C(=O)Cn2c(=O)nc(-c3ccccc3)c3cc(Cl)ccc32)CC1 | -4.5%
COc1ccccc1CNC(=O)C(=O)NCC(c1cccs1)S(=O)(=O)c1cccs1 (stereo not given) | -17.9%
CCCOc1ccc(CNC(=O)c2[nH]c3cc(OC)ccc3c2Sc2ccccc2)cc1 | 4.0%
CCOC(=O)c1c(C)[nH]c(C)c1S(=O)(=O)N(C)CC(=O)Nc1cccc(Cl)c1C | -5.3%
Cc1ccc(-n2c(CCC(=O)O)ccc2-c2cccs2)cc1Cl | -22.6%
COc1cccc(CNC(=O)C(=O)NCC(c2ccc3c(c2)OCO3)N2CCOCC2)c1 (stereo not given) | 2.0%
Cc1ccc(S(=O)(=O)n2nc(-c3ccc(Cl)cc3)nc2NCc2ccc(F)cc2)cc1 | 4.5%

Random excerpt: six entries already listed, in no set order.
SMILES | TbPYK inhibitor
CCOc1ccc(C(=O)Nc2c(C(=O)Nc3ccccc3OC)oc3ccccc23)cc1OCC | -2.0%
Cc1c(C(=O)NCc2ccccc2Cl)sc2nc[nH]c(=O)c12 | -7.0%
O=C(CNC(=O)c1ccc(Cl)cc1)OCc1cc(=O)n2nc(C3CC3)sc2n1 | -5.8%
CCc1cccc(NC(=O)CN(c2ccc(C)cc2)S(=O)(=O)c2cccs2)c1 | -2.4%
CC(C)Oc1ccc(C(=O)N2CCC(c3nc4ccccc4o3)CC2)cc1 | 4.7%
N#C/C(=C\c1ccc(-c2ccc(F)cc2F)o1)c1nc2ccccc2[nH]1 | -1.6%

New compounds follow
SMILES | TbPYK inhibitor
COc1ccccc1-c1noc(-c2ccc(N3CCC(C)CC3)c([N+](=O)[O-])c2)n1 | -1.1%
CCOC(=O)c1ccc(N2C(=O)c3[nH]nc(-c4ccccc4)c3C2c2ccc(CC)cc2)cc1 (stereo not given) | 0.2%
CN(C)C=NC(=O)c1cc2c(n(-c3ccccc3)c1=O)CC(C)(C)CC2=O | 7.6%
Fc1ccc(-n2ncc3c(Nc4ccc5c(c4)OCCO5)ncnc32)cc1 | -10.9%
CC(=O)N1CCCc2ccc(NS(=O)(=O)c3ccc(F)cc3F)cc21 | -2.2%
O=C(NCC(c1ccc2c(c1)OCO2)N1CCOCC1)C(=O)Nc1ccccc1 (stereo not given) | -2.1%
COc1cc(F)c(S(=O)(=O)Nc2c(C)n(C)n(-c3ccccc3)c2=O)cc1OC | 1.6%
COc1ccc(-n2c(SCC(=O)N3CCc4ccccc43)nc3c([nH]c4ccccc43)c2=O)cc1 | 1.3%
COc1ccc(CNC(=O)c2ccc3nc(CCc4ccccc4)oc3c2)cc1OC | -0.7%
O=C(Nc1ccc(S(=O)(=O)N2CCC(c3nc4ccccc4s3)CC2)cc1)c1ccccc1 | 2.4%
CN(CC(=O)NCc1ccc(Cl)cc1)S(=O)(=O)c1ccc2c(c1)c(=O)n(C)c(=O)n2C | -6.5%
Cc1ccc(Cl)cc1NCc1nnc2n1CCCCC2 | 1.3%
CN(C)c1ncc2nc(-c3ccccc3)c(=O)n(C3CC3)c2n1 | 1.4%
CCC(=O)c1cc2c(cc1NC(=O)c1ccccc1F)OCCO2 | -2.2%
CCCC(CCC)C(=O)Nc1cccc(-c2nc3cccnc3s2)c1 | -9.4%
COc1cc2c(c(OC)c1)C(c1cccc(F)c1F)CC(=O)N2 (stereo not given) | 2.0%
CCOc1ccc(S(=O)(=O)N(CC(=O)Nc2ccc3c(c2)OCO3)c2ccccc2)cc1 | 3.3%
CC1CCCN(c2c(S(=O)(=O)c3ccccc3)cnc3ccc(Cl)cc23)C1 (stereo not given) | 1.3%
CCS(=O)(=O)c1nc(S(=O)(=O)c2ccc(C)cc2)c(NCCCOC)s1 | -3.9%
Cc1ccc(C)c(NC(=O)CN2CCN(C3CCCCC3)C(=O)C2=O)c1 | -1.4%
CC(C)c1ccc(Cn2c(COc3ccccc3)nc3ccccc32)cc1 | 0.3%
CCOc1ccc(NC(=O)C2CC(=O)N(c3ccc(C(C)C)cc3)C2)cc1 (stereo not given) | -14.3%
CCOC(=O)c1ccc(NC(=O)CSc2c(C(C)C)cnc3c2c(=O)n(C)c(=O)n3C)cc1 | ?
O=S(=O)(NCC(c1ccco1)S(=O)(=O)c1ccccc1)c1ccccc1 (stereo not given) | 3.0%
COc1cc(Cl)c(NS(=O)(=O)c2ccc3c(c2)CC(C)N3C(=O)C2CCC2)c(OC)c1 (stereo not given) | 3.3%
Additional compounds follow:
SMILES | TbPYK inhibitor
CCOC(=O)c1c(C)[nH]c(C)c1S(=O)(=O)N1CCCC(C(=O)N2CCN(c3cc(C)ccc3C)CC2)C1 (stereo not given) | -4.2%
Oc1ccccc1-c1nc(/C=C/c2ccccc2Cl)nn1-c1ccccc1 | -5.4%
COc1cc(S(=O)(=O)NCCc2c(C)[nH]c3ccc(C)cc23)ccc1Br | 2.8%
CC(C)c1nc2ccc(C(=O)NCc3ccc(N(C)C)cc3)cc2o1 | 2.4%
O=C(NCc1ccccc1Br)c1ccc2c(c1)nc1n2CCOC1 | -9.3%
Cc1ccc(C)c(S(=O)(=O)c2nnn3c2nc(Nc2ccc(C)c(C)c2)c2ccccc23)c1 | 5.4%
c1ccc2c(c1)ncc1nncn12 | -6.1%
O=C(Nc1ccccc1Cl)c1ccc(F)c(S(=O)(=O)NCc2ccc(Cl)c(Cl)c2)c1 | -7.1%
CCCCN(Cc1cccs1)S(=O)(=O)c1cc(-c2cc(C)no2)ccc1C | -8.8%

Only part of the results is shown, so the mix of outcomes need not match the whole.
